Bioassay records: PubChem, several laboratories
NS3 helicase inh = inhibitors of HCV NS3 helicase, primary screen, biochemical, Cy5 molecular beacon fluorescence; Hepatitis C virus NS3 helicase; 290,000 compounds, 0.56% hits; NS3 helicase DNA unwinding; AID 1800, 2009; inhibition, % at 10.9 µM;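 active means inhibition above the mean of all tested compounds plus 3 SD, set per campaign, cut at about 35% in these data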;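 further: 0% = DMSO wells and 100% = thioflavine S control wells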
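Material: hepatitis C virus NS3 helicase domain fragment enzyme; measured by: Cy5 fluorescence, 0 and 60 min reads; control set: DMSO and thioflavine S; incubation: 60 min unwinding reaction at 25 °C after ATP addition; read-out basis: % inhibition from 60/0 min fluorescence ratio, DMSO 0%, thioflavine S 100%; repeats: singlicate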
IDE act = human IDE activators in live cells, primary screen, fluorescence polarization, HEK cells, FAbeta-B substrate; 340,000 compounds, 0.073% hits; activation, % at 5.96 µM; AID 493087, 2011; FAbeta-B cleavage; 0% vehicle, 100% cell-free pure enzyme wells;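 active means activation above the mean of all tested compounds plus 3 SD, set per screening campaign, cut at about 17% in these data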
CRFR2-BP antag = antagonists of CRF-BP/CRF-R2 complex, primary screen, cell-based, HEK293, calcium dye fluorescence, uHTS | CRF-induced calcium fluorescence | inhibition, % at 11.8 µM | 350,000 compounds, 0.59% hits | AID 588475, 2011;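 active means inhibition of the ligand-induced calcium signal above about 50% at the single tested concentration, limit read from the data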
p-CIP stab down = p/CIP-EGFP fusion destabilizers, primary screen, fluorescence, F442A cells; 290,000 compounds, 0.01% hits; decrease of EGFP signal, % at 10 µM; Q05BA5; AID 1984, 2009; 16 h;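 active means EGFP signal decrease of at least 30% at 10 µM or well 3 SD below plate mean, unless failing retest; inactive means the rest, including hits failing retest or dose response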; further: some compounds called inactive have numbers as strong as hits; many of its hits are not listed in these tables
Target sequence (Q05BA5 1-1403): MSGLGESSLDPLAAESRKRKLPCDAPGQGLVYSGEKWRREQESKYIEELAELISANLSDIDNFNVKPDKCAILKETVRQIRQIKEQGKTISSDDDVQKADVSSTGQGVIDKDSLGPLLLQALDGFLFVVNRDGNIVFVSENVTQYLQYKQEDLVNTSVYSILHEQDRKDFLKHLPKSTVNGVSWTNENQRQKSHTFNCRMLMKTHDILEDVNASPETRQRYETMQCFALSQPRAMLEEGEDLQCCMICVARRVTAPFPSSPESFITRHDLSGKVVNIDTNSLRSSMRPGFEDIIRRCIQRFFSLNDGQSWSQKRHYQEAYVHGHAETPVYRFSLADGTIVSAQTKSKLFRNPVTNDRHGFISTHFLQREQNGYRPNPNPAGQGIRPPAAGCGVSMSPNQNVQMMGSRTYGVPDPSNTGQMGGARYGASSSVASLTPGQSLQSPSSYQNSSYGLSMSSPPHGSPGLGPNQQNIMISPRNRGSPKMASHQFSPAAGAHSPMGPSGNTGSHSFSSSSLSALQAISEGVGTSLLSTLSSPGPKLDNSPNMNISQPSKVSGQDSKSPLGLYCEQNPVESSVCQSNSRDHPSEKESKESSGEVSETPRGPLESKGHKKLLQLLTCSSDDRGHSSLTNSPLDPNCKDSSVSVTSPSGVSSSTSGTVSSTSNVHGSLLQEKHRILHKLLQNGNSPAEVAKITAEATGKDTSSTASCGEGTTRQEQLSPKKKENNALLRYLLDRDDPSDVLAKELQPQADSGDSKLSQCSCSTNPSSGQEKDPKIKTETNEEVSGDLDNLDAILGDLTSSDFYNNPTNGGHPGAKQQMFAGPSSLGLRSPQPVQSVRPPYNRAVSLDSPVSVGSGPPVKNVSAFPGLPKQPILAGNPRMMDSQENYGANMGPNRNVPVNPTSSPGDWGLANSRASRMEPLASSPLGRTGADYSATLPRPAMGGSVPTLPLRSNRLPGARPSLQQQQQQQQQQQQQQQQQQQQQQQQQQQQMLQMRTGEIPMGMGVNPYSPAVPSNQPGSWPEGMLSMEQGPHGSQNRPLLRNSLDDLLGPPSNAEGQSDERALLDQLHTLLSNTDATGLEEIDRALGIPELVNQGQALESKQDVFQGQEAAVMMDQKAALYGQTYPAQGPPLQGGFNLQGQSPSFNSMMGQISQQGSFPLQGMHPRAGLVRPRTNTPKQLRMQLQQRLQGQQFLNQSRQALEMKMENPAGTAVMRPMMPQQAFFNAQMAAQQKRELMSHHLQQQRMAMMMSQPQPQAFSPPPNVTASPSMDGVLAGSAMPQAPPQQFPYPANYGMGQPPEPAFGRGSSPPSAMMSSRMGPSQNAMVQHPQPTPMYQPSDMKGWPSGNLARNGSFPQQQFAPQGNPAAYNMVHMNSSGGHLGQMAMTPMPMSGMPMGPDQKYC
IDE cell inh = human IDE inhibitors in live cells, primary screen, fluorescence polarization, HEK cells, FAbetaB substrate; Insulin-degrading enzyme (Homo sapiens), P14735; FAbetaB cleavage; inhibition, % at 5.59 µM; 320,000 compounds, 0.41% hits; AID 434962, 2010;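 active means percent inhibition above the average of all tested compounds plus 3 SD, set per screening campaign, cut at about 16% in these data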;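 further: IDE supplied by intact live HEK cells; FP after avidin binding of uncleaved biotin substrate so inhibition keeps polarization high; 0% = DMSO wells and 100% = 60 µM reference IDE inhibitor Ii1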
GalR3 antag = GalR3 antagonists in HEK293 cells, primary screen, cell-based, fluorescence readout | 360,000 compounds, 0.44% hits | Galanin receptor type 3 (Homo sapiens), O60755 | AID 651719, 2012 | inhibition, % at 3 µM | HEK293 GalR3-CNG cAMP membrane potential fluorescence; galR3 body fused to GalR1 C-terminus;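 active means inhibition above the screen-wide average plus 3 SD, cut at about 13% in these data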;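 further: forskolin and galanin both at EC90 stimulate the cells; cAMP rise reported by CNG channel membrane potential dye signal; 0% = forskolin plus galanin with DMSO and 100% = forskolin alone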
IMP-1 inh = IMP-1 metallo-beta-lactamase inhibitors, primary screen, biochemical, epi-absorbance readout, Pseudomonas aeruginosa enzyme; inhibition, % at 5.6 µM; purified IMP-1, nitrocefin hydrolysis, epi-absorbance fluorescence; AID 1556, 2009; 290,000 compounds, 0.45% hits;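 active means inhibition above the mean plus 3 SD of all compounds in the same screening run, cut at about 4.5% in these data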;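 further: 0% = IMP-1 with DMSO and 100% = DMSO wells lacking enzyme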
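System – purified recombinant IMP-1 beta-lactamase · Input – IMP-1 dispensed at 0.2 nM · Timing – 15 min preincubation plus 25 min reaction at 25 °C · Signal – Epi-absorbance fluorescence, 480 nm excitation, 530 nm emission · Measure – percent IMP-1 inhibition derived from blank-referenced optical density · Controls – Enzyme-plus-DMSO low control, enzyme-free DMSO high control · Replication – singlicate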
UBC9 SUMO inh = inhibitors of in vitro SUMOylation cascade, primary screen, biochemical, HTRF, uHTS. HTRF SUMOylation assay, SAE1/SAE2 + UBC9. inhibition, % at 35 µM. 290,000 compounds, 0.36% hits; in the data active means inhibition above about 50%, passing the limit was not always enough; further: strong numbers were not always called active
VIM-2 inhibitor = VIM-2 metallo-beta-lactamase inhibitors, primary screen, biochemical, epi-absorbance readout, Pseudomonas aeruginosa enzyme. purified VIM-2, nitrocefin hydrolysis, epi-absorbance fluorescence. inhibition, % at 5.6 µM. 290,000 compounds, 0.89% hits. AID 1527, 2009;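 active means inhibition above the mean of all tested compounds plus 3 SD, cutoff set per screening run, cut at about 7.5% in these data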;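 further: red hydrolysis product quenches plate fluorescence so inhibitors raise well fluorescence; 0% = enzyme with DMSO and 100% = DMSO without enzyme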
The depositor's hits bear a star; x = not tested or not shown; & = joins results of further samples.

SMILES	NS3 helicase inh	IDE act	CRFR2-BP antag	p-CIP stab down	IDE cell inh	GalR3 antag	IMP-1 inh	UBC9 SUMO inh	VIM-2 inhibitor
O=C(O)c1ccc(C(=O)c2ccc3c(c2)C(=O)N(CC2CCCO2)C3=O)cc1 (stereo not given)	0	2	19	0	2	0	-3.3	18	-1.5
Cc1sc2ncnc(Sc3ccccc3C(=O)Nc3ccc(C#N)cc3)c2c1C	-4	-6	61*	-10	3	-3	-4.6	-8	0.0
COC(=O)c1ccccc1Oc1ccc(NC(=O)CCCl)cc1	-8	1	12	9	-3	-3	0.0	8	-0.8
[N-]=[N+]=CC(=O)CC(c1ccccc1)N1C(=O)c2ccccc2C1=O (stereo not given)	3	2	-17	-3	2	5	-8.3	13	-7.4
COc1ccc(CCC(=O)NCc2cn3ccsc3n2)cc1	0	-8	-5	x	2	6	-1.8	x	-3.7
O=C(NC(=S)N1CCCCC1c1cccnc1)c1ccc(F)cc1 (stereo not given)	6	3	3	6	-2	1	-1.1	7	-5.6
COc1ccccc1CNS(=O)(=O)c1ccc(-n2cnnn2)c(C)c1	1	1	7	-18	-1	-5	-3.6	-8	-5.5
COc1ccccc1NS(=O)(=O)c1cc(NC(=O)Nc2ccccc2)ccc1N1CCCCC1	19	1	-3	-18	5	-10	-2.6	15	-4.2
O=C(Nc1ccccc1)[C@@H]1CC=C[C@@H]2CCN(Cc3ccc(Cl)c(Cl)c3)C(=O)[C@@H]21	x	-1	-15	x	0	1	x	x	x
Cc1ccc(C(=O)Nc2ccccc2Cl)cc1	3	7	3	2	0	-9	-1.1	10	0.5
O=[N+]([O-])c1c(Nc2ccccc2O)ccc2nonc12	14	-1	14	-10	4	7	-3.4	-19	0.4
O=C(NCCO)c1cc2ccccc2cc1O	-4&13	-5	-5	-11&-19	-5	-8	-3.9&-3.9	40&0	-2.2&-3.2
Cc1ccc(OCCC(=O)OCC(=O)NC(=O)c2ccccc2)cc1	x	-3	-6	x	2	-3	x	x	x
O=C(C1CCCC1)N(c1ccccc1)C1C=CS(=O)(=O)C1 (stereo not given)	7	-3	-5	2	1	-1	-3.2	-13	-3.7
Cc1cc2cc3c(cc2nc1SCC(=O)Nc1ccccc1)CCC3	1	5	2	-4	0	-6	-2.3	-32	-4.2
Cc1ccc(S(=O)(=O)/N=C2/C=C(Sc3ncn[nH]3)C(=O)c3ccccc32)cc1	2	-14	-7	-14	12	x	-3.2	95*	2.7
Cc1ccc(OCC(=O)N/N=C/c2cccn2C)cc1C	10	-4	-1	-7	1	-3	-3.7	0	-3.0
COc1ccc(Cl)c(OC)c1C(=O)NC(=O)Nc1nc(C)nc(C)n1	-1	4	-8	-18	1	3	-3.0	13	-2.9
CN1c2ccccc2C(=O)NC1c1ccc([N+](=O)[O-])s1 (stereo not given)	0	6	17	10	1	-5	-1.3	19	-0.8
Cc1c(Cl)cccc1NC(=O)NCCCN1CCCC1=O	-6	-1	7	3	4	2	-1.1	-4	-2.2
CCOC(=O)COc1c(/C=N\O)cc(Cl)cc1OC	1	7	7	-4	-3	9	-3.9	8	0.9
CCN(C(=O)COC(=O)CN1C(=O)c2ccccc2C1=O)c1ccccc1	x	2	-4	x	3	-2	x	x	x
Cc1nnc(SCC(=O)NNC(=O)C(C)C)[nH]c1=O	5	7	-11	-1	-2	-3	-2.3	-12	-5.3
O=C(Nc1ccc(N2CCN(C(=O)c3ccccc3)CC2)c(Cl)c1)c1ccc(Br)o1	-26	-1	-52	-2	-3	-5	0.5	8	0.8
CC1CC2(CCCC2)N(C(=O)c2ccccc2)Cc2ccccc21 (stereo not given)	0	-2	-35	-10	1	0	-4.6	-22	-1.0
Additional compounds
SMILES	NS3 helicase inh	IDE act	CRFR2-BP antag	p-CIP stab down	IDE cell inh	GalR3 antag	IMP-1 inh	UBC9 SUMO inh	VIM-2 inhibitor
CCC(=O)Nc1ccc2c(c1)nc(CCN1CCCCC1)n2C	1	2	-5	2	2	-10	-6.9	0	-3.3
CC(c1ccco1)N(C(=O)C12CC3(C)CC(C)(CC(C)(C3)C1)C2)c1ccccn1 (stereo not given)	-2	3	-20	-5	5	1	-1.6	-15	-1.7
COc1ccc(NC(=S)/N=C(\N)Nc2nc(C)c3ccccc3n2)cc1	-8	5	-1	2	4	-4	-2.5	27	-1.9
COCCn1c(SCC(=O)NNC(=O)Cc2ccccc2)nc2ccccc2c1=O	-4	-5	-3	2	5	-6	-4.3	1	-2.1
C=CCOc1ccc(Br)cc1CNCCO	4	4	4	-24	0	-1	0.5	14	2.4
CCOc1ccc(CCNC(=O)CSc2cc(=O)n(C)c3ccc(Cl)cc23)cc1OCC	-4	-2	-17	-4	6	1	-1.1	-5	0.4
O=C(NCc1ccccn1)c1ccc(Cl)c(S(=O)(=O)NCc2ccccc2)c1	x	0	6	x	-1	-4	x	x	x
CCOC(=O)c1ccc(NS(=O)(=O)c2ccc3oc(=O)[nH]c3c2)cc1	11	-4	-5	-7	-2	-9	-2.2	6	-1.6
Cc1[nH]n(-c2ccc([N+](=O)[O-])cc2)c(=O)c1C=NCCN1CCN(C(=O)c2cccc(F)c2)CC1	7	6	19	6	-2	-2	-0.1	16	-1.0
CCc1ccc2nc(-c3cccc(C)c3)nc(SCC(=O)NCC3CCCO3)c2c1 (stereo not given)	-1	1	-11	-5	0	-3	-3.2	17	-1.8
C#CCOCCOCCOCCNc1nc(N2CCN(C(=O)Cn3cc(CC(C)O)nn3)CC2)nc(N2CCN(C(=O)[C@H](CCCCN)n3cc(CCC(=O)O)nn3)CC2)n1 (stereo not given in full)	-19	4	-2	6	4	-7	-3.0	-21	-3.8
O=C(NCc1cn2ccsc2n1)c1cccc(C(F)(F)F)c1	0	7	-9	2	3	-2	-4.0	4	-2.8
CCS(=O)(=O)Nc1c(C)n(C)n(-c2ccccc2)c1=O	2	1	6	-16	3	3	-4.4	10	-3.2
CCOC(=O)c1[nH]c(C)c(C(=O)NC2CCCCCC2)c1C	0	2	-13	-7	0	0	-1.2	3	-1.2
Cc1ccc(N(CC(=O)Nc2ccc(S(=O)(=O)N3CCOCC3)cc2)S(C)(=O)=O)cc1C	-11	-1	-18	9	1	-1	-0.6	14	-1.4
COc1cccc(CN(C)CC(=O)Nc2cccc(C(F)(F)F)c2)c1OC	-10	5	7	-11	-9	-4	-4.3	0	-4.3
CCOC(=O)CSc1nnc(CSc2nc3ccccc3c(=O)[nH]2)n1-c1ccccc1	-5	6	7	-11	-1	-3	-0.8	-17	-0.5
Cc1noc(C)c1C(=O)NCC1COc2ccccc2O1 (stereo not given)	x	1	-1	x	7	-5	x	x	x
CN(Cc1nccn1C)C(=O)CC1C(=O)NCCN1Cc1ccccc1C(F)(F)F (stereo not given)	10	0	2	9	-2	-2	-2.9	-11	-1.7
COc1cc(C=O)ccc1OCC(=O)Nc1ccccc1N1CCOCC1	-6	-2	-11	0	x	-4	-2.4	-10	-3.4
Cc1ccc(CNC(=O)Cn2nnc(C(=O)Nc3cccc(C)c3C)c2N)cc1	4	6	-9	-6	-3	-9	-0.8	x	-4.4
Fc1ccc(-c2cc3nc(-c4ccccc4)cc(N4CCOCC4)n3n2)cc1	3	10	-72	-5	-2	-7	-1.4	-1	-3.3
Cc1cc(C)cc(NC(=O)CCc2nc3ccccc3[nH]2)c1	-4	2	-6	-2	5	-1	-2.7	0	-2.9
CCCCC#Cc1ccc(C(=O)NNC(=O)Nc2ccccc2)o1	-2	0	13	-7	1	0	0.7	14	-2.1
CCNc1nc(NCC)nc(N/N=C/c2ccc(N(C)C)cc2)n1	6	-4	-6	1	-1	-3	-1.5	-3	-1.1
More compounds follow.
SMILES	NS3 helicase inh	IDE act	CRFR2-BP antag	p-CIP stab down	IDE cell inh	GalR3 antag	IMP-1 inh	UBC9 SUMO inh	VIM-2 inhibitor
N#Cc1ccsc1NC(=O)COC(=O)c1cc(Br)ccc1O	1	3	7	-15	-3	-6	-2.2	-5	-3.7
COc1ccc(Cl)c(Cn2c(NCCCO)nc3c2c(=O)n(C)c(=O)n3C)c1	-3	0	-7	4	-1	-2	-1.8	-2	-2.2
CCS(=O)(=O)Nc1cccc(-c2ccc3nnc(C)n3n2)c1	-3	x	x	7	3	3	-1.9	-7	0.9
CCN(C(=O)c1cccc(NC(=O)c2ccccc2)c1)C1CCCCC1	-6	4	-22	-10	1	-2	-1.7	-8	-0.3
CCc1nnc(NC(=O)c2ccc3ccccc3n2)s1	8	-4	-50	-1	-2	-8	-4.2	-51	1.1
COc1ccc(CCN2C(=O)C3C4CC(C5C(C(=O)O)=NOC45)C3C2=O)cc1OC (stereo not given)	-3	5	-11	-25	6	-3	-3.1	12	-2.3
O=C(COC(=O)c1ccco1)Nc1cc(S(=O)(=O)N2CCCCC2)ccc1Cl	x	4	-1	x	-1	-4	x	x	x
CCCn1c(SCC(=O)Nc2nc(C)cs2)nnc1-c1cccnc1	0	-6	-10	-3	6	-1	-5.8	2	-3.1
O=c1cc(CSc2nnnn2-c2ccccc2)nc2nc[nH]n12	-1	8	-15	6	2	-4	-3.7	3	-0.6
CCN1CCN(C(=O)C(C)N(c2ccc(C)cc2)S(C)(=O)=O)CC1 (stereo not given)	-4	-3	-4	-1	-7	1	0.3	-4	-3.3
CN1C(=O)NC2(O)C(=O)c3ccccc3C12O (stereo not given)	-4	3	-12	8	13	2	0.8	10	-1.6
CCOc1ccc2[nH]c(=O)c(CN(Cc3ccco3)Cc3nnnn3Cc3ccccc3)cc2c1	-2	-7	-10	-9	10	-6	-4.2	15	-2.2
NC(=O)c1ccc(-c2nnn(CC(=O)N(C3CCCC3)C3CCS(=O)(=O)C3)n2)cc1 (stereo not given)	x	4	10	x	5	-1	x	x	x
CC(C)NC(=O)N(C)C[C@H]1Oc2c(NC(=O)C3CCCCC3)cccc2C(=O)N([C@H](C)CO)C[C@@H]1C	x	5	5	x	-2	-1	x	x	x
O=C(CCCc1ccccc1)NCCc1ccccc1	6	-2	1	4	3	-1	-0.6	3	-0.9
CNC(=O)CSc1nnc(-c2ccccc2F)n1CCc1ccccc1	4	-2	11	-2	-3	2	-2.8	-5	-1.9
Cc1noc(C)c1CSCc1ccc(Cl)cc1	0	x	76*	-4	-1	-8	-0.9	-3	-0.2
